High-throughput results from PubChem.
Yfh1-off respiration – mitochondrial function rescue without frataxin homolog – Friedreich's ataxia, plus single-dose screen, dose response (AID 1465); actives 0.074% (n = 220,000); fold induction at 50 µM; hits with a dose series show EC50 in µM; S. cerevisiae Yfh1-off respiration, WST-1 reduction, 72 h; higher fold induction means a stronger effect;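 active means fold induction of absorbance versus untreated yeast above a set limit, then at least 30% activation at any dose in follow-up; inconclusive means repeats straddling the limit, or above it without dose testing; inactive means fold induction below the set limit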;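 further: activators that raise dye reduction in frataxin-depleted yeast; strong numbers were not always called active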
AID2073 – inhibitors of Mint1-CaV2.2 protein interaction, biochemical, HTRF (AID 2073) | HTRF protein-protein interaction, Mint1-CaV2.2; higher % means a stronger effect | inhibition, % at 20 µM, or IC50 in µM where a hit was titrated | actives 0.19% (n = 290,000); in the data active means inhibition mostly above about 51%, no sharp cut-off; inconclusive means no clear call, values can overlap the other calls; inactive means mostly below about 53%; further: some results filed as inactive read as strong as hits
Dengue-2 NS5 capping – flavivirus cap methylation enzyme inhibition – biochemical, confirmation dose response, primary screen (AID 588689); Dengue-2 NS5 methyltransferase capping enzyme assay, biochemical; higher % means a stronger effect; actives 0.3% (n = 340,000); inhibition, % at 25 µM, or IC50 in µM where a hit was titrated; in the data active means a potency from the dose series; inconclusive means inhibition above about 29% without an active follow-up result
Large T inhibition – TAg ATPase/helicase activity blockers – biochemical (AID 1903). actives 0.39% (n = 310,000). inhibition, % at 20 µM; hits with a dose series show IC50 in µM. SV40 large T antigen ATPase/helicase inhibition assay; higher % means a stronger effect; in the data active means a potency from the dose series; inconclusive means inhibition mostly from about 32% at the one dose, without a potency; inactive means the rest, 99 in 100 with inhibition below about 32%; further: strong numbers were not always called active
MgcRacGAP inhibition – MgcRacGAP GTPase-activating activity inhibitors, confirmation, biochemical, ADP Hunter fluorescence; MgcRacGAP-stimulated Rac1 GTP hydrolysis, ADP Hunter fluorescence; higher % means a stronger effect; GST-tagged Rac1 F28L mutant substrate; inhibition, % at 30 µM; hits with a dose series show IC50 in µM; actives 0.6% (n = 340,000);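 active means first-screen hits whose inhibition reached a set limit at any dose in the follow-up dose series; inconclusive means inhibition above the set first-screen limit but never retested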;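 further: fluorescence reports GDP produced by GAP-driven GTP hydrolysis; strong numbers were not always called active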
NTR1 agonist – NTR1-driven beta-arrestin-GFP spot formation – imaging, U2OS cells, high content, primary screen (AID 493036); agonist mode; P30989; actives 0.17% (n = 330,000); activation, % at 20 µM;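 active means activation at or above 40% of the spot to cytoplasm intensity ratio, with at least 20 cells analyzed; inconclusive means wells under 20 cells, flagged as cytotoxic or low count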;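 further: 0% = DMSO without peptide and 100% = 100 nM NTR1 peptide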
Target sequence (P30989 whole entry, looked up): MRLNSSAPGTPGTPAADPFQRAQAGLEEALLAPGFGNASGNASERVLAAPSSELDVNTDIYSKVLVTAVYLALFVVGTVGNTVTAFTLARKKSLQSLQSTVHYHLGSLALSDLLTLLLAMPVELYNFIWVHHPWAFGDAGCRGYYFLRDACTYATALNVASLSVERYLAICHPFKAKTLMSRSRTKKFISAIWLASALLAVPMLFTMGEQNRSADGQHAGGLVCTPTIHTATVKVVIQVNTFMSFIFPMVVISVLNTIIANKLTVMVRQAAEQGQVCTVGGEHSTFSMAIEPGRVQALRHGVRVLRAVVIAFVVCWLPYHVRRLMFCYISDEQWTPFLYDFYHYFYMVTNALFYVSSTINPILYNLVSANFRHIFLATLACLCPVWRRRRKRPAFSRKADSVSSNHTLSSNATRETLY
GPR35 antagonists – GPR35 antagonists blocking zaprinast-driven arrestin recruitment, primary screen, imaging, U2OS, beta-arrestin-GFP, zaprinast agonist (AID 2058); U2OS GPR35 beta-arrestin-GFP translocation imaging, zaprinast antagonism; higher % means a stronger effect; actives 0.052% (n = 290,000); one-dose inhibition, % at 10 µM; IC50 in µM for titrated hits;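 active means inhibition of at least 50% with at least 30 cells and total cytoplasm GFP at most 10,000,000; inconclusive means under 30 cells or total GFP of 10,000,000 plus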
GPR55 antagonists – GPR55 antagonists blocking LPI-driven arrestin recruitment, primary screen, imaging, U2OS, beta-arrestin-GFP, LPI agonist (AID 2013). actives 0.13% (n = 290,000). one-dose inhibition, % at 10 µM; IC50 in µM for titrated hits. U2OS GPR55 beta-arrestin-GFP translocation imaging, LPI antagonism; higher % means a stronger effect;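 active means spots per cell inhibited over 60%, with over 100 cells counted and total cytoplasm intensity under 500,000; inconclusive means wells with under 100 cells, flagged as likely toxic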;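 further: U2OS cells stably carrying GPR55 and arrestin-GFP stimulated by 5 µM LPI near EC80; imaged beta-arrestin-GFP aggregate spots per cell after agonist stimulation; plate controls were LPI-stimulated DMSO wells for no effect and DMSO wells without LPI for full effect; some results filed as inactive read as strong as hits; confirmed hits need IC50 under 10 µM and bright autofluorescent wells are also inconclusive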
GPR55 beta-arrestin – selective activators of receptor GPR55 – imaging, U2OS cells, beta-arrestin-GFP redistribution, primary screen (AID 1961); U2OS GPR55 beta-arrestin-GFP redistribution imaging; higher % means a stronger effect; actives 0.048% (n = 290,000); one-dose activation, % at 10 µM; EC50 in µM for titrated hits;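 active means activation above 40% with more than 50 cells counted in the well; inconclusive means wells holding fewer than 50 cells, flagged as toxic or sparse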;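 further: U2OS osteosarcoma cells stably expressing GPR55 and beta-arrestin-GFP; plate controls were DMSO negative control for no effect and LPI positive control for full effect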
NTR1 agonist cell count 20 µM – further read-out of NTR1 agonist, marked with its call; cell count; measured here: cell count, cytotoxicity flag
Dengue-2 NS5 capping pilot replicate – recorded beside Dengue-2 NS5 capping, whose call it bears; inhibition, %; measured here: pilot screen replicate inhibition
* = called active by the depositor; i = inactive; ? = inconclusive; · = not tested or not shown.

SMILES	Yfh1-off respiration	AID2073	Dengue-2 NS5 capping	Large T inhibition	MgcRacGAP inhibition	NTR1 agonist	NTR1 agonist cell count 20 µM	GPR35 antagonists	GPR55 antagonists	GPR55 beta-arrestin	others
Cc1ccc(C(=O)NCC(=O)Nc2ncccc2C)s1	·	·	-12%	13%	-8%	-1.0	77	·	·	·
COc1ccc(-c2cc(C(=O)Nc3cccc(O)c3)no2)cc1	·	-2%	-1%	4%	7%	-0.7	89	3%	3%	0.2%
CCn1c(Cc2ccccc2)nnc1SCC(=O)Nc1nc(C)c(C)s1	i	-4%	-3%	0%	0%	-0.4	49	4%	-10%	-0.1%
CCN(CC)C(=O)N1CCN(S(=O)(=O)c2c(C)cc(C)cc2C)CC1	i	-7%	1%	13%	0%	0.6	94	13%	14%	-0.1%
NC(=O)[C@@H]1CCCN1C(=O)c1ccc2nc(Cc3ccccc3F)oc2c1	·	3%	-3%	2%	10%	1.5	71	-5%	3%	0.0%
Cc1ccc(-c2cc(C(=O)N/N=C/c3ccccc3O)n[nH]2)o1	·	1%	-7%	5%	2%	-0.3	72	3%	6%	-0.2%
O=C(c1ccc(S(=O)(=O)N2CCCCCC2)cc1)N1CCN(c2ccccc2)CC1	·	-10%	2%	9%	2%	0.7	38	-3%	1%	0.2%
O=C(COC(=O)C1=COCCO1)Nc1ccc(OC(F)F)cc1	i	1%	4%	7%	9%	1.8	52	-9%	4%	0.0%
CCN(CC)CC(C)OC(=O)c1cc(OC)c(OC)c(OC)c1 (stereo not drawn)	i	-5%	-2%	4%	5%	-2.0	65	3%	6%	-0.1%	Dengue-2 NS5 capping pilot replicate=-0.1
CC(C)C(c1nnnn1CCc1ccccc1)N1CCC(C(N)=O)CC1 (stereo not drawn)	i	2%	-3%	6%	5%	0.8	42	1%	-1%	0.2%
C#C[C@]1(O)CC[C@H]2[C@@H]3CCC4=C(CCC(=O)C4)[C@H]3CC[C@@]21C	i	-9%	-1%	13%	6%	-0.8	79	6%	-2%	0.1%
Cc1onc(-c2c(F)cccc2Cl)c1C(=O)N1CCc2ccccc2C1	i	5%	-4%	3%	11%	-1.4	33	-15%	0%	0.0%
Cn1cc([N+](=O)[O-])c(C(=O)Nc2ccc3nc(-c4ccccc4)[nH]c3c2)n1	i	9%	-5%	3%	-5%	2.6	46	-11%	6%	0.1%
O=C(CCNc1ccc(Cc2ccncc2)cc1)c1cccc([N+](=O)[O-])c1	i	-5%	-9%	4%	4%	1.3	54	-12%	0%	-0.1%
Cn1c(CCN2CCN(c3ccccn3)CC2)nc2cc(NC(=O)COc3ccc(Cl)cc3)ccc21	·	15%	-4%	12%	11%	6.4	63	2%	19%	0.3%
CCN(CC(=O)Nc1cccc(OC)c1)CC(=O)Nc1ccc(C)cc1Cl	i	2%	-1%	11%	19%	0.8	68	-2%	1%	0.0%
CCN(CC)S(=O)(=O)c1ccc(C)c(NC(=O)CN(C)C)c1	i	4%	-3%	2%	7%	-1.0	102	1%	7%	0.7%
CCOc1ccc(NC(=O)c2cc(C)nc3ccccc23)cc1	i	-7%	1%	12%	11%	3.5	79	-6%	6%	1.1%
C=C1C2(C(=O)Nc3ccc(SC(F)F)cc3)CCC(C2)C1(C)C (stereo not drawn)	i	4%	-5%	6%	3%	-0.2	63	8%	1%	-0.1%
Cc1ccc(Nc2nc(N)nc(CSc3nc4ccccc4s3)n2)cc1	·	8%	-1%	15%	3%	20	49	3%	-10%	0.0%
COc1cc(/C=N/Nc2nc(=O)[nH]nc2C)cc(OC)c1O	i	-7%	-23%	26%	19%	-0.6	87	-3%	-4%	-0.1%
CC(C)COc1ccc(C(=O)N/N=C/c2ccoc2)cc1	·	15%	-10%	2%	-2%	2.7	53	-20%	-1%	-0.1%
CC(=O)Nc1ccc(NC(=O)c2ccccc2N(C)S(=O)(=O)c2ccc(C)cc2)cc1	·	-4%	-3%	8%	5%	-0.8	40	4%	2%	0.6%
Cc1cccc(CS(=O)(=O)c2ncc(CO)n2C)c1	·	1%	-7%	16%	8%	-0.5	123	8%	18%	-0.1%
COCc1ccc(C(=O)N2CCCC(Nc3ccc4c(c3)OCCO4)C2)o1 (stereo not drawn)	·	-18%	-5%	?	?	0.2	65	3%	-6%	0.6%
The list goes on.
SMILES	Yfh1-off respiration	AID2073	Dengue-2 NS5 capping	Large T inhibition	MgcRacGAP inhibition	NTR1 agonist	NTR1 agonist cell count 20 µM	GPR35 antagonists	GPR55 antagonists	GPR55 beta-arrestin	others
O=C(NCCc1ccccc1)C1CCC(Cn2c(=O)c3ccccc3n(Cc3cccc(F)c3)c2=O)CC1 (stereo not drawn)	i	1%	-4%	3%	10%	3.3	59	8%	-4%	-0.3%
CCn1c(C)c(C)c2cc(C(=O)NCCc3ccco3)ccc21	·	10%	-2%	16%	-7%	0.4	61	6%	-4%	-0.2%
COCCOC(=O)c1c(NC(=O)CN2CCc3ccccc32)sc(C(N)=O)c1C	i	59%	-5%	10%	14%	2.0	65	-6%	2%	-0.2%
Cc1ccc(C)c(N2CN(CCC3=CCCCC3)CNC2=S)c1	i	0%	2%	11%	13%	1.5	51	-8%	4%	0.3%
Cc1ccc(NC(=O)O/N=C/c2ccc(Br)cc2)cc1	·	15%	-3%	15%	4%	-0.4	79	5%	7%	0.2%
CCCCn1c(=O)[nH]c(=O)c2c1nc(-c1ccc(OCCC)c(OCC)c1)n2CCOC	i	1%	3%	23%	-3%	11	54	-7%	-2%	-0.1%
CN1CCN(C(=O)/C=C/c2ccccc2)CC1	·	10%	-5%	12%	6%	2.6	47	-6%	6%	-0.1%
CCCCCCOc1ccc(/C(N)=N/O)cc1	i	-3%	3%	34%	12%	-0.4	35	-5%	11%	2.3%
O=C(NC1CCc2ccccc21)C1CCN(S(=O)(=O)c2ccc(Cl)cc2)CC1 (stereo not drawn)	i	0%	1%	6%	7%	2.6	76	7%	-2%	0.1%
O=C(Oc1ccccc1)N1CCN(c2ccccc2F)CC1	·	3%	1%	4%	2%	-0.5	93	1%	-11%	-0.2%
O=C(COc1ccccc1)Nc1ccc2c(c1)C(=O)N(CC1CCCO1)C2=O (stereo not drawn)	i	2%	-10%	3%	9%	-0.5	50	-6%	5%	-0.1%
CCCc1cc(C(N)=O)c(NC(=O)C2CCCO2)s1 (stereo not drawn)	i	7%	-2%	11%	15%	2.3	72	5%	2%	-0.1%
c1ccc(COC(CN2CCCCCC2)CN2CCCCCC2)cc1	i	3%	12%	8%	1%	3.0	48	6%	21%	-0.1%
CCOC(=O)Cc1csc(NC(=O)Nc2cccc(OC)c2)n1	i	-52%	-2%	6%	5%	-0.8	58	10%	9%	0.0%
Cc1cc(Nc2ccc(F)cc2C)n2ncnc2n1	i	4%	6%	0%	5%	-1.8	57	0%	7%	0.2%
Cc1nn(-c2ccccc2)c2sc(C(=O)N3CCCCC3)cc12	i	-15%	4%	4%	17%	3.8	76	-1%	-11%	0.0%
Oc1c(Br)cc(Br)cc1CNc1cccc2cccnc12	·	-16%	48%	13%	13%	-0.4	58	-8%	-11%	0.5%
COc1cc(C(=O)NCCSc2ccccc2)cc(OC)c1OC	·	4%	·	-5%	11%	0.5	64	-4%	-8%	-0.1%
COc1ccc(-c2nnc(SCC(=O)N3CCCCC3)o2)cc1OC	i	5%	12%	4%	7%	6.8	40	1%	10%	-0.1%
COc1c2ccoc2nc2c(OC)c(OC[C@@H](O)C(C)(C)O)ccc12	·	·	-12%	26%	-4%	-0.4	52	·	·	·
CC1CCN(CCNC(=O)C2CCCN(S(=O)(=O)c3cccc4nonc34)C2)CC1 (stereo not drawn)	i	-1%	1%	10%	-2%	-0.2	64	6%	12%	-0.1%
CCN1C(=O)c2ccccc2S(=O)c2ccc(C(=O)NCc3ccccn3)cc21 (stereo not drawn)	i	0%	3%	-2%	9%	-3.8	61	-12%	1%	-0.1%
O=C1C2C3CCC(C3)C2C(=O)N1CNc1ccccc1 (stereo not drawn)	i	-6%	-6%	12%	6%	0.7	29	14%	9%	-0.3%
COCCCNC(c1ccccc1)c1ccncc1 (stereo not drawn)	i	-4%	-2%	0%	5%	-1.4	84	8%	17%	0.2%
Cn1nc(C(=O)NC2CCCc3ccccc32)ccc1=O (stereo not drawn)	i	2%	0%	8%	-22%	-0.5	85	4%	-4%	0.1%
More compounds:
SMILES	Yfh1-off respiration	AID2073	Dengue-2 NS5 capping	Large T inhibition	MgcRacGAP inhibition	NTR1 agonist	NTR1 agonist cell count 20 µM	GPR35 antagonists	GPR55 antagonists	GPR55 beta-arrestin	others
C=CCc1cc(/C=C2/NC(=S)NC2=O)cc(OC)c1O	·	-2%	-33%	27%	25%	-1.0	57	-12%	43%	-0.1%
Cc1cc(CNC(=O)c2cccc([N+](=O)[O-])c2C)c2ccccc2n1	·	3%	1%	-12%	-2%	0.8	59	2%	7%	-0.5%
CN(C)CCN(C(=O)c1ccc(S(=O)(=O)N(C)c2ccccc2)cc1)c1nc2cc3c(cc2s1)OCO3	·	3%	5%	11%	7%	0.5	66	-23%	2%	33%
COc1cc2c(cc1OC)C(c1cc(Br)ccc1F)N(C(=O)CCl)CC2 (stereo not drawn)	·	7%	-14%	3%	9%	7.6	86	2%	-2%	0.0%
O=C(Nc1ccncc1)C1CCN(S(=O)(=O)c2c(Cl)cccc2Cl)CC1	·	·	10%	7%	5%	0.1	62	·	·	·
COc1ccc(-c2csc(Nc3ccccc3)n2)cc1	i	3%	5%	3%	16%	18	51	-7%	7%	-0.1%
CN(C(=O)COC(=O)c1cn(-c2ccccc2)nc1-c1ccccc1)C1CCS(=O)(=O)C1 (stereo not drawn)	i	-6%	-4%	7%	8%	0.6	51	-9%	14%	0.6%
O=C(CCCc1c[nH]c2ccccc12)NCCc1c[nH]c2ccccc12	·	6%	1%	1%	6%	2.2	53	1%	12%	-0.2%
CCSc1ncnc2c1sc1nc(-c3ccco3)c3c(c12)CC(C)(C)OC3	·	24%	·	13%	·	5.0	44	19%	0%	0.4%
O=C(NNC(=O)c1ccc(-c2ccccc2)cc1)Nc1ccccc1	·	·	-9%	9%	4%	-0.4	45	·	·	·
